# Source: PubChem (National Center for Advancing Translational Sciences (NCATS))
# Shiga toxin inh: Shiga toxin inhibition; Vero cells, Shiga toxin protein synthesis inhibition reporter; inhibition, % at 38.7 µM; 9.2% of 290,000 active; in the data active means inhibition mostly above about 28%, no sharp cut-off; inactive means mostly below about 43%; further: 0% is about no effect
# Sm TGR inh: inhibitors of Schistosoma mansoni thioredoxin glutathione reductase | 3% of 360,000 active | Potency, µM (doses to about 114 µM), inactives show top-dose activity change, negative = inhibition, actives largely listed as inhibitors | purified TGR, DTNB reduction, TNB absorbance 405 nm | Q962Y6; further: potency means the concentration at half of the fitted maximal effect; on the % scale 0 is the no-effect control and ±100 the full control effect; nearly all actives have a fitted effect of over 60% in size
#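 TGR 20 nM + NADPH 100 uM (dispensed conc.), cpd preinc 15 min RT; start with NADPH (500 uM addition) then DTNB (15 mM addition). Kinetic TNB absorbance, 405 nm filter. Four-parameter Hill fit across titration.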
# Cycloheximide cs: counter-screen for Shiga toxin inhibitors: cycloheximide protein synthesis inhibition; AID 2314; cell reporter, cycloheximide protein synthesis inhibition counterscreen; max response, %; 12% of 300,000 active; in the data active means max response mostly above about 13%, no sharp cut-off; inactive means mostly below about 14%; further: read at 38.3 µM for the half of the compounds with a filed dose; 0% is about no effect
# Pf growth 48h: P. falciparum growth inhibition at 48 hours (one generation) | P. falciparum luciferase growth in erythrocytes, 48 h | Potency, µM (series often up to 28.7 µM), inactives show top-dose activity change, negative = inhibition, hits mostly inhibitors | 5.9% of 310,000 active | AID 504832; further: potency means the concentration at half of the fitted maximal effect; on the % scale 0 is the no-effect control and ±100 the full control effect
#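 In quantitative HTS format, infected erythrocytes bearing luciferase-reporter parasites were treated for a single generation at 37 C. Luminescence after adding detection reagent served as the growth measure.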
# FBPA Giardia inh: Giardia lamblia aldolase inhibition | Potency, µM (doses to about 59.6 µM), for inactives: at the top dose activity, negative = inhibition, actives largely listed as inhibitors | A8B2U2 | 0.71% of 290,000 active | purified Giardia FBPA; further: potency means the concentration at half of the fitted maximal effect; on the % scale 0 is the no-effect control and ±100 the full control effect; nearly all actives have a fitted effect of over 55% in size
# Target sequence (A8B2U2 whole entry, looked up): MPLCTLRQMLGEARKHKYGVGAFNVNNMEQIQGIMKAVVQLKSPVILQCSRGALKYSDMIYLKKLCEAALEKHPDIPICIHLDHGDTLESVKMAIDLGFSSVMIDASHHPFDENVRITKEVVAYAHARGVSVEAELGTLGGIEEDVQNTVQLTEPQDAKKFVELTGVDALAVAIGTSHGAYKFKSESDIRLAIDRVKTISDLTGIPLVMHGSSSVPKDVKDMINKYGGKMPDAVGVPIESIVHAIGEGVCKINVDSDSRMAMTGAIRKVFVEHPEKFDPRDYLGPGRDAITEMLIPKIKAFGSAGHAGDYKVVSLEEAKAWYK
#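 Giardia FBPA (40 nM reagent) was preincubated 10 min at RT with compound (up to 57.5 uM final), then substrate plus GAPDH/TPI/NAD/arsenate coupling system with diaphorase/resazurin was added; resorufin fluorescence (525/598 nm) was read after 20 min.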
# Pf growth 96h: inhibits malaria parasite growth, 96 h; P. falciparum luciferase reporter growth, 96 h; Potency, µM (highest dose often 28.7 µM), for the others: top-dose activity change, negative = inhibition, actives largely listed as inhibitors; 6.9% of 320,000 active; AID 504834; further: potency means the concentration at half of the fitted maximal effect; on the % scale 0 is the no-effect control and ±100 the full control effect
#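 Erythrocytes infected with luciferase-expressing P. falciparum were dispensed at 2% hematocrit and 0.05% parasitemia (final), then incubated with compounds 96 hours at 37 C in 5% CO2. Luminescence after detection reagent addition reported growth.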
# An asterisk follows results filed as active; ? = inconclusive; . = not tested or not shown; & = joins results of further samples; [ ] = remark or other dose. Unless noted, the call rests on the fitted dose curve; in most records, active means well fitted curve in the direction sought with a large enough effect; inconclusive means small, poorly fitted or top-dose-only effect, or another doubt; inactive means no such curve, though single readings can be large; an effect the other way counts as inactive or inconclusive.
mol	Shiga toxin inh	Sm TGR inh	Cycloheximide cs	Pf growth 48h	FBPA Giardia inh	Pf growth 96h
CC(C)[C@H](NC(=O)OC(C)(C)C)c1nnc(SCC(=O)Nc2ccc(Br)cc2)o1	3.8	0.7%	4.5	-20.9%	13.8%	6.5%
Cc1ccc(C(=O)NCc2ccccn2)cc1NC1=NC2CS(=O)(=O)CC2S1 (stereo unspecified)	1.0	3.3%	-1.6	50.4%[activator]	?	49.4%[activator]
COc1cc(NC(=O)C2=CC(c3ccc(C)cc3)=NS(=O)(=O)N2C)cc(OC)c1OC	7.9	-11.5%	-1.6	?	-11.6%	-4.5%
CC1=C(C(=O)Nc2ccccc2)C(c2cccs2)C(C#N)=C(SCC#N)N1 (stereo unspecified)	-5.2	?	-2.4	?	-6.7%	23.2%
COc1ccc(CN=C(Nc2ccccc2)SC2CC(=O)N(C)C2=O)cc1 (stereo unspecified)	-8.8	-2.9%	4.1	17.0%	6.0%	-12.1%
COc1ccc(S(=O)(=O)NCCOc2ccccc2)cc1OC	-3.3	0.6%	1.2	?	2.1%	.
CCC/C=N/NC(=O)c1[nH]c2c([N+](=O)[O-])cccc2c1C	-6.7	1.9%	-4.9	?	-1.5%	?
Cc1ccccc1N1CC(C(=O)N2CCCCCC2)CC1=O (stereo unspecified)	.	-2.2%	.	13.9%	.	0.6%
Nc1cc(=O)[nH]c(SCC(=O)Nc2cc(Cl)cc(Cl)c2)n1	-12.3	21.9%	-3.7	9.4%	0.7%	.
O=C1ON=C(c2ccc(Cl)cc2)/C1=C/c1ccc(O)cc1	-8.3	22.4µM*	-16.1	?	-12.0%	20.4%
Brc1ccccc1OCCCCN1CCCCC1	-5.0	7.0%	1.3	?	9.7%	?
Cc1onc(-c2c(Cl)cccc2Cl)c1NC(=O)NC1CCSC1 (stereo unspecified)	-1.4	5.4%	-3.6	-1.6%	2.6%	10.6%
COc1cc(NC(=O)C2CCC(CNc3c(N4CCCCC4)c(=O)c3=O)CC2)cc(OC)c1 (stereo unspecified)	-1.6	3.5%	1.0	11.7µM*	-0.5%	5.1%
CCOC(=O)C1CCCN(S(=O)(=O)c2ccc(Br)s2)C1 (stereo unspecified)	-12.0	2.4%	9.9	-0.4%	-3.2%	.
CC(C)C(=O)NCC(c1ccc2c(c1)OCO2)N1CCOCC1 (stereo unspecified)	8.9	-1.2%	-6.5	17.0%	0.0%	25.4%
CCNc1nc(NCC)nc(OCCOC(=O)COc2ccc(Cl)cc2Cl)n1	-3.7	-2.5%	-2.8	-21.0%	0.8%	-38.7%
O=C1C2CC=CCC2C(=O)N1n1cnnc1 (stereo unspecified)	-9.8	5.8%	-8.3	7.6%	1.2%	22.5%
Cc1cc(C(=O)COC(=O)c2ccc(O)cc2O)c(C)n1-c1ccc(OC(F)F)cc1	.	-11.5%	.	9.28µM*	.	?
O=c1c2cc(Br)ccc2nc(-c2cccc(C(F)(F)F)c2)n1O	-13.3	9.8%	-3.2	?	21.7%	?
CCOC(=O)N/N=C(\C)c1ccc(OC(F)F)cc1OC(F)F	-5.1	-1.2%	-0.3	0.0%	-5.2%	-8.5%

# The list goes on; it opens with the 2 that closed the last part.
mol	Shiga toxin inh	Sm TGR inh	Cycloheximide cs	Pf growth 48h	FBPA Giardia inh	Pf growth 96h
O=c1c2cc(Br)ccc2nc(-c2cccc(C(F)(F)F)c2)n1O	-13.3	9.8%	-3.2	?	21.7%	?
CCOC(=O)N/N=C(\C)c1ccc(OC(F)F)cc1OC(F)F	-5.1	-1.2%	-0.3	0.0%	-5.2%	-8.5%
OC(CSc1ccc(F)cc1)CN1CCN(c2ccccc2)CC1 (stereo unspecified)	27.4	-4.4%	14.8	1.8%	1.2%	-138.9%
O=C(NC(=S)Nc1ccc(N2CCCC2)cc1)c1ccccc1[N+](=O)[O-]	39.9*	-6.7%	13.3	68.9%[activator]	-0.1%	4.4%
COc1ccc2c(c1OC)C(=O)N1N=C(c3ccc(O)cc3)CC21 (stereo unspecified)	-0.2	0.7%	15.2	1.31µM*	9.6%	33.0%[activator]
COc1ccc(-c2nc(NC(=O)c3ccc(OCC(=O)Nc4ccc(F)cc4)c(OC)c3)sc2C)cc1	-9.1	5.4%	13.6	?	1.4%	?
O=[N+]([O-])c1ccccc1S(=O)(=O)NC1CC2CCC1C2 (stereo unspecified)	-8.4	-25.8%	1.0	-7.5%	19.6%	64.5%[activator]
CCc1noc(C)c1C(=O)Nc1nc(-c2cc(C)ccc2C)c(C)s1	-13.2	11.2%	-4.1	?	2.8%	10.4µM*
CC(C)CCNC(=O)NC(=O)COC(=O)C1CCN(S(=O)(=O)c2ccccc2F)CC1	-9.5	6.0%	-0.9	6.8%	3.9%	157.1%[activator]
CC(NC(=O)COc1cc(=O)n(C)c2ccccc12)c1ccc2c(c1)OCCO2 (stereo unspecified)	-3.8	1.8%	-2.4	13.6%	-8.8%	8.28µM*
Cc1ccccc1C(=O)NC1CCN(Cc2nnnn2C(C)(C)C)CC1	-13.7	5.7%	1.2	5.6%	2.0%	46.2%[activator]
COC(=O)c1ccccc1NC(=O)NC1CC1	14.8	11.7%	3.7	17.5%	6.0%	-15.2%
CCOc1ccc(C(=O)/C=C/c2cc(OC)c(OC)c(OC)c2)cc1	21.1	1.3%	5.0	?	-12.2%	-4.2%
Cc1ncc(CN2CCC(N3CCC(C(=O)N4CCCC4)CC3)CC2)s1	20.2	-16.9%	10.6	2.6%	.	23.6%
CCc1ccc(-c2c(C)sc(NC(C)=O)c2C(N)=O)cc1	-15.7	-17.9%	-1.3	32.7%[activator]	3.3%	61.1%[activator]
Cc1nnc(SCC(=O)NCC2CCCCC2)n(N)c1=O	45.3	0.0%	-4.6	6.5%	5.9%	0.0%
CCCCOc1cccc(/C=C(\C#N)C(=O)NC2CC2)c1	5.3	-0.3%	8.5	0.0%	8.5%	83.3%[activator]
Cc1cc(C)c2nc(C)cc(Nc3ccc(C(=O)NCCO)cc3)c2c1	-3.2	9.4%	1.2	10.4µM*	-3.2%	11.7µM*
CC(=O)NS(=O)(=O)c1ccc(NC(=O)CC(C)c2ccccc2)cc1 (stereo unspecified)	-5.3	-0.4%	-2.3	3.0%	5.1%	46.5%[activator]
COc1ccc(CSc2nc(C)cc(C)c2C#N)cc1	-10.4	.	-9.3	-9.0%	1.6%	362.6%[activator]
C=CCNC(=O)CN1C(=O)c2cccc3cccc1c23	-5.2	-5.4%	1.5	9.0%	-3.1%	3.8%
CC(=O)c1c(C)[nH]c(C(=O)OCC(=O)N2CCc3ccccc3C2)c1C	.	-5.7%	.	?	.	?
Cn1c(SCc2ccccc2)nc(C(F)(F)F)cc1=O	12.6	0.3%	-2.5	-2.8%	4.8%	18.0%
O=C(CNC(=O)c1ccco1)NCC(=O)OCc1cccc(C(=O)Oc2ccccc2)c1	41.8*	-2.5%	12.9*	30.8%[activator]	8.1%	.
CCOC(=O)c1c(C)[nH]c(C(=O)N/N=C/c2ccc(OC)c(OC)c2)c1C	-1.5	2.9%	1.5	?	.	?
CN(Cc1ccccc1)C(=O)c1[nH]cnc1C(=O)Nc1ccccc1	.	-4.5%	.	10.0%	.	5.4%
Cc1cccc(N2CCN(C(=O)c3ccc4nc[nH]c4c3)CC2)c1C	-3.1	-1.4%	-4.9	1.1%	16.5%	?
O=C(Nc1ncn[nH]1)c1ccccc1Br	-9.0	3.0%	-2.7	13.5%	0.7%	11.0%
Cc1ccc(-n2c(CNc3ccc(F)cc3)nnc2SCC(=O)NCc2ccco2)cc1	19.1	-21.2%	18.2	?	-0.7%	1.4%
CC(=O)c1cccc(OCc2cc(C(=O)N3CC4C[C@@H]5CC3C[C@H](C4)C5)no2)c1	35.7	31.6µM*	28.8*	?	.	16.2%
Cc1cccc(CNC(=O)Cc2csc3ccccc23)c1	74.8*	-4.5%	62.6*	.	.	.
O=C(NCc1ccco1)C1CC(=O)N(c2ccc(Cl)cc2)C1 (stereo unspecified)	13.3	8.2%	-4.3	15.5%	4.4%	-21.4%
COCCCN(C(=O)CCSc1ccc(F)cc1)c1c(N)n(Cc2ccccc2)c(=O)[nH]c1=O	.	-3.8%	.	11.7µM*	.	?
COc1cc(C(=O)N(Cc2cccc(Cl)c2)C2CCS(=O)(=O)C2)cc(OC)c1OC (stereo unspecified)	-7.0	-1.0%	-1.1	?	5.3%	.
Cc1ccc(OCC(=O)Nc2cc(NC(=O)COc3ccc(C)cc3)cc(C(=O)O)c2)cc1	-10.8	0.0%	0.8	25.7%	18.3%	25.6%
Nn1c(-c2ccco2)n[nH]c1=S	-6.4	2.9%	-4.3	14.8%	?	.
COc1ccc(C)cc1NC(=O)CN1C(=O)CSc2ccc(S(=O)(=O)N3CCCC3)cc21	-7.2	3.9%&1.5%	0.6	?	6.0%	5.4%
Cc1cccc2cc(CN(CC3CCCO3)C(=S)NCc3ccco3)c(=O)[nH]c12 (stereo unspecified)	-7.6	-14.6%	0.7	-11.4%	-1.1%	47.9%[activator]
CC(C)c1cc(O)c(-c2ccccc2)c(=O)n1-c1ccc(Cl)cc1	4.3	-0.9%	1.9	41.5%[activator]	3.9%	8.3%
Cc1cc(C)cc(NC(=S)NCc2ccc(S(N)(=O)=O)cc2)c1	-6.1	23.3%	-2.3	9.5%	-1.9%	44.6%[activator]
O=C1CCCC2=C1C(c1cn(-c3ccccc3)nc1-c1cccs1)c1c([nH]c(=O)[nH]c1=O)N2 (stereo unspecified)	32.6	-30.5%	-1.4	?	-0.1%	180.5%[activator]
O=C1c2cccc3cccc(c23)C(=O)N1CCN1CCN(C(=S)Nc2ccc(Cl)cc2)CC1	-6.2	1.2%	-1.3	27.6%	8.4%	237.9%[activator]
Cc1cc2cc(CNC(=O)c3cccc([N+](=O)[O-])c3)ccc2n1C	-7.9	-1.4%	-1.5	19.7%	-0.4%	?
O=S(=O)(c1ccc(Cl)cc1)c1snnc1-c1ccccc1	-12.5	12.6µM*	1.5	.	-11.4%	?
CC1C(=O)N2CCCc3cc(S(=O)(=O)NCc4ccc(Cl)cc4)cc1c32 (stereo unspecified)	-6.2	7.1%	10.7	-9.8%	.	-8.8%
CCN(Cc1cn2cccnc2n1)C1CCCCC1	12.6	-3.3%	-4.1	-3.0%	0.9%	27.6%
COc1ccc(NC(=O)c2cccc(OC(F)F)c2)cc1Cl	130.9*	-14.7%	39.3*	193.1%[activator]	-16.9%	.
C=C(C)CNC(=S)N=Nc1c(O)[nH]c2ccc([N+](=O)[O-])cc12	2.2	-6.7%	0.6	33.0%[activator]	-7.8%	?
Cc1ccccc1NC(=O)C1CCCN(C(=O)NCc2ccccc2)C1 (stereo unspecified)	-9.3	-3.9%	-2.1	14.4%	7.8%	-4.7%
Cc1nn(C)c(C)c1C1C(C#N)=C(N)OC2=C1C(=O)CCC2 (stereo unspecified)	14.6	36.2%[activator]	-2.3	-3.5%	0.4%	-0.1%
COc1ccc(/C=C2\CCn3c2nc2cc(C(=O)O)ccc2c3=O)cc1OC	-3.7	-1.9%	-3.3	89.2%[activator]	-25.1%	-17.1%
COc1ccc(/C=C(/NC(=O)c2ccccc2)C(=O)NCc2ccco2)cc1	12.6	-4.5%	-5.4	40.8%	.	-1.0%

# Rows are unselected; about 24% have a hit in one of these screens.
